# ADAM17 inh: ADAM17 inhibition, QFRET primary screen. recombinant ADAM17, EDANS/DABCYL FRET peptide cleavage. 370,000 tested, 0.83% active. inhibition, % at 6.95 µM. P78536;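 active = inhibition above the mean of compounds lying between control limits plus 3 SD, set per campaign, cut at about 8.5% in these data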;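 also: 0% = DMSO-only wells as the low control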
# PLC-gamma1 inh: PLC-gamma1 (human) inhibition, primary screen. P19174. purified PLC-gamma1, fluorogenic substrate, fluorescence. inhibition, % at 12.2 µM. 370,000 tested, 0.84% active. AID 720700; in the data active = inhibition above about 9.5%
# MBD2 DNA inh: blocks human MBD2 binding to methylated DNA. Q9UBB5. TR-FRET, MBD2 binding to methylated oligonucleotide. inhibition, % at 4.4 µM. 370,000 tested, 0.31% active. AID 686964; in the data active = inhibition above about 13%
# KLK7 zymogen act: proKLK7 (human) activation, primary screen; P49862; purified proKLK7, EDANS-DABCYL substrate fluorescence; 100% is mature enzyme control, 0% vehicle; activation, % at 7 µM; 370,000 tested, 0.9% active;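 active = activation above the mean of all tested compounds plus 3 SD, computed per campaign excluding outliers beyond control limits, cut at about 13% in these data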
# Tn6 DDE FP: disrupts Tn6 cyclic peptide binding to fibrin D-Dimer-E complex; P02675; Fibrin DD(E) TRITC-Tn6 fluorescence polarization displacement; inhibition, % at 8.3 µM; 370,000 tested, 0.21% active;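 active = inhibition above a per-campaign cutoff: mean of compounds within control limits plus 3 SD, cut at about 15% in these data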;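 also: 0% = median of all compound wells on the plate and 100% = blocking peptide control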
# ARFGAP1 inh: inhibits rat ARF GTPase activating protein 1; Q62848; Arfgap1-stimulated ARF1 GTP hydrolysis, GDP FP detection; inhibition, % at 16.5 µM; 360,000 tested, 0.26% active; AID 651572;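 active = inhibition above a per-plate limit, mean inhibition of low control wells plus 3 SD, cut at about 25% in these data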;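 also: 0% = DMSO wells with enzyme and 100% = wells lacking Arfgap1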
#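 System: truncated rat Arfgap1 GAP domain / Benchmarks: high control wells lacking Arfgap1, low control full reaction with DMSO / Times: compound-enzyme preincubation 20 min, reaction 120 min, detection 60 min, 25 °C / Repeats: one replicate per compound / Also added: human ARF1(Δ1-17)-GTP substrate / Measured by: Tracer-displacement fluorescence polarization with EDTA stop, 620/688 nm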
# ASAP1 inh: blocks human ASAP1-stimulated Arf1 GTP hydrolysis; Q9ULH1; 360,000 tested, 0.19% active; inhibition, % at 16.5 µM; GDP FP detection; in the data active = inhibition above about 25%;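 also: 0% = vehicle with enzyme and substrate and 100% = no enzyme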
# Tn7 DDE FP: inhibitors of Tn7 peptide binding to human fibrin DD(E) | FP displacement of FITC-Tn7 peptide from fibrin DD(E); 0% = median of compound wells per plate | P02675 | AID 720508 | inhibition, % at 8.3 µM | 370,000 tested, 0.13% active;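 active = inhibition above the mean of compounds falling within the control limits plus 3 SD of them, cut at about 14% in these data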;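 also: 0% = plate median of compound wells and 100% = 10 µM Aha-Tn7 peptide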
#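 Assay system: Human clot-derived fibrin DD(E) complex | Buffer or medium: Tris/NaCl/CaCl2 buffer, pH 7.8 | Repeats: One replicate per compound | Benchmarks: Aha-Tn7 high control | Measure: % inhibition scaled between sample-field median and high-control FP | Schedule: 10 min plus 3 h, room temperature | Signal: Fluorescence polarization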
# PLCb3 inh: blocks human PLC-beta3 enzyme activity. Q01970. Purified PLC-beta3, fluorogenic substrate, fluorescence. inhibition, % at 12.2 µM. 370,000 tested, 0.18% active. AID 720704; in the data active = inhibition above about 11%;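 also: 0% = median of compound wells on plate and 100% = full blocker control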
# UHRF1 binding: UHRF1 methyl-DNA binding inhibition. Q96T88. UHRF1 binding to methylated oligo, TR-FRET. inhibition, % at 4.4 µM. 370,000 tested, 0.75% active. AID 687016; in the data active = inhibition above about 21%;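 also: UHRF1 SRA domain binding a hemimethylated CpG hairpin DNA probe; 0% = median of test compound wells and 100% = reference inhibitor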
# Active calls of the source: *; i = inactive; nt = no result given.
# Each structure is followed by: ADAM17 inh	Tn7 DDE FP	MBD2 DNA inh	UHRF1 binding	PLC-gamma1 inh	PLCb3 inh	ASAP1 inh	KLK7 zymogen act	ARFGAP1 inh	Tn6 DDE FP
CCc1nccn1CCC(=O)NC1CC(C)(C)Cc2c1cnn2-c1ccc(C)cc1 (stereo unspecified)
  -4	-10	-4	1	8	-6	6	-0.2	5	-3
COc1ccccc1CN(C(=O)CNC(=O)c1ccco1)C(C(=O)NCC1CCCO1)c1ccccc1 (stereo unspecified)
  1	-1	3	0	1	1	4	0.5	8	-3
O=C(CSc1ccc2nnc(-c3cccnc3)n2n1)Nc1ccccc1
  -6	3	-10	-3	-2	-13	0	0.3	-8	2
Cc1ccc(N(CC(=O)NCCSCc2ccco2)S(=O)(=O)c2ccc(C)cc2)cc1
  1	9	-3	1	0	-3	-1	-0.2	-2	-2
CCOC(=O)C(O)C1CCc2c([nH]c3ccc(C)cc23)C1=O (stereo unspecified)
  -41	-9	0	0	-220	-305	-12	3.9	5	4
CCOC(=O)C1(C)CCCN(C(=O)c2ccc(OC)cc2OC)C1 (stereo unspecified)
  -5	-1	-2	0	3	3	-7	0.7	-5	4
COc1cccc(NC(=O)COC(=O)c2cc(=O)c3ccccc3o2)c1
  -1	-5	2	-3	2	1	-12	0.0	-3	0
CC(C)c1cc(Cn2c3ccccc3c(=O)n2C(C)CBr)on1 (stereo unspecified)
  -82	-3	-4	-2	-48	-57	-1	2.8	7	4
CCOC(=O)Cc1c(Sc2ccccc2)c2ccccc2n1C
  4	-3	-1	-2	2	-2	-3	0.5	-9	-9
O=C(COC(=O)c1ccc(Cl)nc1)Nc1cccnc1Cl
  -3	0	-2	0	-17	-3	0	-0.3	5	7
O=C(CSc1ncnc2sccc12)NCc1ccc2c(c1)OCO2
  -4	0	2	-1	-5	-12	-3	-0.2	2	3
O=C(NC1CC1)C1=C[C@@H](c2ccc(Br)cc2)C[C@@H](OCCCCO)O1
  -3	2	6	1	8	-2	3	0.0	-8	-4
Cc1cc(C)cc(NC(=O)CSCc2cnn(-c3ccccc3)c2-n2cccc2)c1
  7	10	-6	-1	1	0	-14	0.9	15	1
N#Cc1ccc(CSc2nnc(-c3ccccn3)n2-c2ccccc2)cc1
  1	6	3	4	3	2	9	-0.4	-5	11
O=C(Nc1ccc(NC(=O)C2CC2)nc1)c1ccco1
  -4	-2	6	0	0	2	-15	-0.4	-1	6
CC[C@]12c3[nH]c4ccccc4c3CCN1C(=O)C(CC(=O)NCCC1=CCCCC1)C[C@@H]2C(=O)N1CCN(C(=O)c2ccco2)CC1 (stereo partly specified)
  -2	10	0	1	-2	0	9	-0.6	-2	9
CCN1C(=O)CC(N2CCC(Cc3ccccc3)CC2)C1=O (stereo unspecified)
  -5	3	3	3	-1	-4	-5	0.0	0	-5
O=C(CSc1nnnn1-c1ccccc1)c1cc2ccccc2oc1=O
  0	-2	-1	10	-12	-13	5	-0.1	-9	1
COc1ccc(C(=O)NNC(=O)C(=O)Nc2cccc3ccccc23)cc1
  2	6	-4	1	-9	-9	20	-0.6	2	-2
NC(=O)c1cnccn1
  -4	-4	0	-1	3	1	-12	0.1	5	2
Cc1cc(NC(=O)c2ccccc2)n(-c2nc3ccccc3[nH]2)n1
  -1	-1	-1	-1	0	1	-13	0.1	9	-1
CCC(=O)N[C@@H]1CC[C@@H](CCNC(=O)Nc2ccc(F)cc2)O[C@@H]1CO
  -2	-10	-2	-1	-2	7	4	0.3	17	5
O=C(Nc1ccc(Cl)c(S(=O)(=O)N2CCOCC2)c1)c1ccc2c(c1)OCCO2
  0	-7	-3	-1	0	-3	11	0.8	3	-6
C[C@@H]1[C@H]2CCCC[C@H]2CN(C(=O)OC(C)(C)C)[C@@H]1c1cn(Cc2ccccc2)c2ccc(F)cc12
  -5	2	-2	7	2	-1	1	-0.1	4	-6
CC(C)(C)NC(=O)CN1CCN(C(=O)CCl)CC1
  1	-2	0	2	3	-4	-1	0.0	25*	-2
Cc1ccc(-n2c(SCC(=O)Nc3cccc4ccccc34)nnc2-c2ccccc2)cc1
  2	3	2	-2	1	0	nt	0.4	nt	3
CCC(C)NC(=O)CSc1nnc(-c2cc(OC)c(OC)c(OC)c2)o1 (stereo unspecified)
  2	0	-3	-2	1	3	nt	0.1	nt	3
CN(C(=O)c1ccccc1OCc1ccc(F)cc1)c1c(N)n(Cc2ccccc2)c(=O)[nH]c1=O
  -3	7	1	2	-19	0	-5	0.4	0	1
CN(C)C(=O)C(OC(=O)c1ccc2c(c1)CCCC2)c1ccccc1 (stereo unspecified)
  4	-3	0	0	1	-2	1	-0.4	6	7
CC(=O)Oc1c(-c2ccco2)oc2ccccc2c1=O
  -69	-1	-4	-2	i	i	-6	14*	-6	0
COc1ccc(OC)c(CC(=O)Nc2ccc3c(c2)c(=O)n(C)n3Cc2cccc(C(F)(F)F)c2)c1
  -308	-2	3	-2	-199	-234	0	-2.9	8	-9
Cc1nn(CCC(=O)Nc2cccc(C#N)c2)c(C)c1S(=O)(=O)N1CCCCC1
  -2	2	3	-1	2	-5	7	0.1	-2	5
CC(C)n1nnc2c(=O)oc3ccccc3c21
  -5	2	-2	0	0	4	-4	0.2	9	2
CSCCC(NC(=O)OCc1ccccc1)C(=O)NC(Cc1c[nH]c2ccccc12)C(=O)O (stereo unspecified)
  -7	4	8	3	2	-1	-8	0.3	-9	0
COc1ccc(C2SCC(=O)N2CC23CC4CC(CC(C4)C2)C3)cc1 (stereo unspecified)
  1	5	-2	3	0	0	-2	-0.1	-8	7
COc1ccc(S(=O)(=O)N2CCN(Cc3cc(OC)c(O)c(OC)c3)CC2)cc1
  -1	-2	-6	3	5	-5	16	0.0	2	1
CC(C)C(=O)N(Cc1cc(=O)[nH]c2ccccc12)c1ccccc1
  -1	-3	-2	-3	1	-1	-10	-0.1	-2	-5
O=C1CCCC(O)=C1C1NCCc2ccccc21 (stereo unspecified)
  4	2	1	-1	-2	-2	1	-0.5	-12	1
COc1ccc(CCNC(=O)C2CCCN(C(=O)N(C)C)C2)c(OC)c1 (stereo unspecified)
  -2	4	-4	-2	0	1	5	0.0	-7	1
NNc1nc(C(F)(F)F)nc2ccccc12
  -4	3	2	-3	0	-7	0	-0.4	5	6
CC1CCN(C(=O)c2ncn3c2C(=O)N[C@H](C)C3)CC1
  -3	-5	-4	1	0	1	-3	0.0	2	-4
CSc1ccc(/C=C2\C(=N)N3N=C(CC(=O)N4CCCCC4)SC3=NC2=O)cc1
  -8	-5	-1	-1	-11	-20	13	-0.3	9	-4
CC(C)Cc1nnc(NC(=O)C2CCN(C(=O)c3ccc(Cl)cc3)CC2)s1
  5	1	5	3	4	-8	2	-0.5	2	-2
Clc1cc(Sc2ccc(Br)cc2)nnc1-c1ccccc1
  3	-3	0	-2	-2	-1	6	0.8	-5	1
O=C(NN1CCOCC1)c1c(-c2ccccc2)sc2ccccc12
  0	1	-4	-3	3	2	-8	0.3	-3	0
CC(=O)Nc1ccc(/C=C(\C#N)C(=O)NC2CCCCC2)cc1
  -10	-4	3	4	1	2	-5	0.2	-10	-4
O=C(O)c1nn2cc(CCO)cnc2c1Cl
  -2	6	3	4	-2	-8	2	-0.1	5	-8
O=[N+]([O-])c1ccc(N2CCCC2)cc1NCc1ccccc1
  -1	6	3	0	6	1	2	0.4	-5	1
Nc1ccccc1SCC(=O)Nc1ccc2c(c1)OCO2
  -1	-2	2	1	-15	-27	0	-0.7	7	-8
CC1CCN(C(=O)CSc2nc(=O)n3ccccc3n2)CC1
  -1	-4	0	-2	-2	-4	4	0.1	5	2
OCC[C@H]1C[C@H](O)[C@@H](O)[C@]2(OCc3ccccc32)O1
  -4	3	3	-3	0	2	-1	0.4	-6	1
C1=Nc2ccccc2CN1c1ccccc1
  3	-1	-3	-4	8	4	13	0.1	10	2
COc1ccccc1-c1noc(CCC(=O)N2CCN(c3cc(C)ccc3C)CC2)n1
  1	7	1	0	-1	-1	1	-0.6	0	0
O=C(NNC(=O)C1CCC1)c1ccc(Cl)cc1
  0	-8	-4	0	-3	-5	-12	0.8	1	6
CCOc1ccc(CNC(=O)C(C)n2nc(C)c3c(C)n(-c4ccccc4)nc3c2=O)cc1 (stereo unspecified)
  0	4	-2	-1	-1	-4	-5	0.0	-2	5
O=C(NC1CC1)c1c[nH]c2ccc(S(=O)(=O)Nc3cccc(C(F)(F)F)c3)cc2c1=O
  -3	-3	5	0	-3	-2	-9	-0.2	9	5
CC(=O)Nc1ccc(NC(=O)CN2C(=O)COc3ccc(S(=O)(=O)N4CCOCC4)cc32)cc1
  -4	-6	3	11	1	-7	-3	-0.1	0	-5
CCOc1ccccc1N(CC)C(=O)c1nn(C)c2c1CSc1ccccc1-2
  -1	-2	8	4	3	-13	-11	0.2	-10	-9
COc1ccc2c(c1)CCc1c(C(=O)Nc3ccn(Cc4ccc(C)cc4)n3)noc1-2
  0	-4	7	4	7	-6	10	-0.5	4	-3
O=C(Nc1c[nH]c(=O)[nH]c1=O)c1cccc(F)c1
  -6	6	6	3	-1	-14	3	-0.5	12	-9

# (cont.)
# Each structure is followed by: ADAM17 inh	Tn7 DDE FP	MBD2 DNA inh	UHRF1 binding	PLC-gamma1 inh	PLCb3 inh	ASAP1 inh	KLK7 zymogen act	ARFGAP1 inh	Tn6 DDE FP
CNC(=O)c1ccc(CNC(=O)OCc2ccccc2)cc1
  0	-6	-6	0	0	3	5	0.7	-3	-1
O=C(OCC(=O)N1CCC(Cc2ccccc2)CC1)c1ccccc1O
  -8	-1	1	8	4	1	8	0.0	-11	-3
Cc1ccc(C(=O)OCc2nc(N)nc(Nc3ccccc3C)n2)cc1
  3	0	-2	1	-3	-5	13	0.1	-6	5
O=C(COC(=O)c1ccc(O)cc1)Nc1nccs1
  -4	6	3	4	-3	-3	5	-0.7	-7	0
CCCC(=O)NC(c1cccs1)c1cc(Cl)c2cccnc2c1O (stereo unspecified)
  -3	3	1	-3	-12	-10	-5	-0.2	-6	6
O=[N+]([O-])c1ccc(/C=N/N/C(=N/c2ccccn2)c2ccccn2)cc1
  -2	-2	0	3	1	-1	-17	-0.1	-2	3
CCCCOc1ccccc1C(=O)NCCCC(=O)O
  -4	7	3	5	-3	-1	10	0.1	-13	-2

# Results in MBD2 DNA inh (three entries from above):
smiles | MBD2 DNA inh
COc1ccc2c(c1)CCc1c(C(=O)Nc3ccn(Cc4ccc(C)cc4)n3)noc1-2 | 7
O=C(Nc1c[nH]c(=O)[nH]c1=O)c1cccc(F)c1 | 6
CNC(=O)c1ccc(CNC(=O)OCc2ccccc2)cc1 | -6

# High-throughput results as filed in PubChem.
